CHOP UPR activ: activators of apoptotic CHOP UPR arm, primary screen, cell-based, CHO-CHOP luciferase reporter, luminescence, uHTS; UPR activation; percent of tunicamycin response over DMSO baseline; activation, % at 10 µM; 330,000 tested, 0.34% active; AID 449763, 2010;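 active = at 10 µM dose, activation of 40% or more, normalized to positive control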;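 also: 100% = tunicamycin at 10 µg/mL and 0% = DMSO alone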
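measured by = luciferase luminescence | assay system = CHO-CHOP cells, stable luciferase reporter of PERK-eIF2a-CHOP signalling | amount = 500 reporter cells seeded per well | timing = 6 h compound exposure at 37 °C after overnight seeding | controls = positive tunicamycin 10 µg/mL, negative DMSO alone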
697 NFkB inh: inhibitors of PMA/ionomycin-induced NF-kB reporter, 697 cells, primary screen, B-cell NF-kB inhibitor project, cell-based, luminescence, uHTS | AID 435022, 2010 | 330,000 tested, 0.33% active | 697 B-cell NF-kB luciferase reporter, 16 h | inhibition, % at 4 µM; in the data active = inhibition above about 35%
XBP1 UPR activ: activators of adaptive XBP1 UPR arm, primary screen, cell-based, CHO-XBP1 luciferase reporter, luminescence, uHTS; IRE1-XBP1 UPR activation; percent of tunicamycin response, DMSO as zero; activation, % at 20 µM; 330,000 tested, 0.33% active;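 active = versus positive control, 20 µM dose yields 30% or more activation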;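 also: 100% = tunicamycin at 10 µg/mL and 0% = DMSO only wells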
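incubation = overnight seeding at 37 °C, 6 h compound treatment at 37 °C | assay system = CHO-XBP1 cells stably carrying IRE1-XBP1-driven luciferase reporter | input = 1000 cells per well | detection = luciferase luminescence | dosing = single point, 20 µM final compound, 1% DMSO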
Mdm2 MdmX PPI: inhibitors of human Mdm2-MdmX association, primary screen, cell-based, luminescence, split luciferase, SaOS-2, uHTS; SaOS-2 split-luciferase Mdm2/MdmX complementation; inhibition, % at 8 µM; 330,000 tested, 3% active; AID 485346, 2010;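 active = inhibition of at least 50% at 8 µM in the primary screen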
Target sequence (O15151 whole entry, looked up): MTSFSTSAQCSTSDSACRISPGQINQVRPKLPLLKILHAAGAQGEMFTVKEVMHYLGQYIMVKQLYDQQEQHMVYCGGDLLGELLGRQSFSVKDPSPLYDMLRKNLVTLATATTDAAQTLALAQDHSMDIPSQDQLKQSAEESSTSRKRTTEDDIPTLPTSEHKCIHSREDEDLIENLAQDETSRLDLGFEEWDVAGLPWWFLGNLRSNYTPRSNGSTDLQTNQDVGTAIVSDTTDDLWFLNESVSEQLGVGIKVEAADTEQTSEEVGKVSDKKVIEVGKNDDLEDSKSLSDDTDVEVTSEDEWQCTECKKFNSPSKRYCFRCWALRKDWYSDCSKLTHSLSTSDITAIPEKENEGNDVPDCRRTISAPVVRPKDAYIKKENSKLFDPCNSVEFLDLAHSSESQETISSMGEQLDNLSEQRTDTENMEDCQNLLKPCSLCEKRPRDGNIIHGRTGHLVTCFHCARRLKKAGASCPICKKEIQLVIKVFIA
Target sequence (Q00987 whole entry, looked up): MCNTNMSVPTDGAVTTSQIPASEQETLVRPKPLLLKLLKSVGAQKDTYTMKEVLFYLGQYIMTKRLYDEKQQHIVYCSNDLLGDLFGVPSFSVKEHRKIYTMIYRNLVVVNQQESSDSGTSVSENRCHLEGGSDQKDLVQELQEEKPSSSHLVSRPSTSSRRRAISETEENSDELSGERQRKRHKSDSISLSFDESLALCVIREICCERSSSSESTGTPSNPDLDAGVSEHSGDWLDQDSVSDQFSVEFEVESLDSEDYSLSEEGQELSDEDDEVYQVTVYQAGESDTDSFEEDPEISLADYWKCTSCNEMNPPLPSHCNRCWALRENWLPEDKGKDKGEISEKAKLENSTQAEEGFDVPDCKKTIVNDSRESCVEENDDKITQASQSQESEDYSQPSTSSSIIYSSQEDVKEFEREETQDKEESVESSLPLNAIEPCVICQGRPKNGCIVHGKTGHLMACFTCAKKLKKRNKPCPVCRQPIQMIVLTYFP
Jurkat NFkB inh: inhibitors of induced NF-kB luciferase reporter, primary screen, TCR NF-kB activation inhibitor project, cell-based, luminescence, uHTS. Jurkat, PMA/ionomycin-induced NF-kB luciferase reporter. 330,000 tested, 0.53% active. inhibition, % at 4 µM. AID 435003, 2010; in the data active = inhibition above about 50%
tim23-1 inh: growth inhibitors of tim23-1 mutant yeast, primary screen, luminescence, uHTS | AID 463212, 2010 | 330,000 tested, 1.3% active | inhibition, % at 20 µM | S. cerevisiae tim23-1 growth, BacTiter-Glo luminescence, 24 h;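 active = growth inhibition of the mutant yeast at or above 50%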;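 also: temperature-sensitive mutant grown at 25 °C; plate controls were DMSO-treated mutant yeast for no effect and medium wells lacking yeast for full effect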
tim10-1 inh: growth inhibitors of tim10-1 mutant yeast, primary screen, luminescence, uHTS; S. cerevisiae tim10-1 ts strain growth, BacTiter-Glo, 24 h; inhibition, % at 20 µM; 330,000 tested, 2.2% active;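 active = inhibition of at least 40%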;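 also: mutant grown at 25 °C; 0% = DMSO wells with yeast and 100% = wells holding no yeast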
TIM10 inh: growth inhibitors of isogenic TIM10 control yeast, primary screen, counter-screen for tim10-1 yeast inhibitor project, luminescence, uHTS; S. cerevisiae TIM10 strain growth, BacTiter-Glo luminescence, 24 h; inhibition, % at 10 µM; 330,000 tested, 1.4% active; AID 463195, 2010;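 active = inhibition of 40% or more at the single tested concentration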;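 also: wild-type TIM10 isogenic control strain grown at permissive 25 °C; 0% = DMSO yeast wells and 100% = minimal medium wells without yeast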
* marks the source's active call; other numbers are inactive results. Rows were taken by chance. Share with any hit: about 6.6%.

SMILES	CHOP UPR activ	697 NFkB inh	XBP1 UPR activ	Mdm2 MdmX PPI	Jurkat NFkB inh	tim23-1 inh	tim10-1 inh	TIM10 inh
Cc1cc2nc(C3CCN(C(=S)NCCCOC(C)C)CC3)[nH]c2cc1C	0.4	17	-3	21	6	-8	-4	-2
CCN(CC)S(=O)(=O)c1cc(F)ccc1OC	1.0	5	0	-19	4	-6	18	-28
COc1ccc(NC(=O)COC(=O)c2ccc(OC)c(S(=O)(=O)N3CCCC3)c2)cc1OC	1.0	5	-3	-7	-10	10	5	-2
CC(=O)Nc1ccc(S(=O)(=O)Nc2nc3ccccc3nc2-n2ccc(=NC(=O)c3ccc(F)cc3)cc2)cc1	-0.8	-5	0	-5	9	8	6	10
CC(C)[C@H](NC(=O)c1ccccc1)C(=O)N1CCc2ccccc21	-1.6	-13	-2	20	-11	-6	22	-8
O=C(Cc1ccc([N+](=O)[O-])cc1)N/N=C/c1ccc([N+](=O)[O-])o1	-0.6	8	-6	23	-5	16	16	-1
C=CCOc1ccc(Br)cc1/C=C1\NC(=S)N(C(C)=O)C1=O	2.4	1	-1	39	7	12	-4	-15
Fc1ccc(CSc2ncnc3ccccc23)cc1	0.1	12	0	41	-4	25	9	16
N=c1ccn2c(n1)O[C@H]1[C@@H](CO)[C@H](O)O[C@H]12	-2.3	70*	-5	69*	53*	-7	-1	12
COc1cc2ccccc2cc1C(=O)Nc1sc2c(c1C(N)=O)CCN(C(C)C)C2	2.0	-92	-2	100*	3	35	27	32
O=C(NC(=S)NNC(=O)[C@H]1C[C@@H]1c1ccccc1)c1ccc(F)cc1	0.8	5	-5	49	1	-23	-36	25
O=C(Nc1cc(S(=O)(=O)N2CCOCC2)ccc1N1CCCC1)c1cccnc1Cl	1.2	2	-2	-17	0	12	2	-13
CN(CC(=O)Nc1ccccc1Cl)C1CCS(=O)(=O)C1 (centres undefined)	0.1	-3	-2	-6	14	-3	15	11
O=C(CNC(=O)c1ccccc1Cl)Nc1ccc(F)cc1	2.4	-9	0	-2	2	1	1	5
Cc1ccccc1NC(=O)NCC1CCN(c2ccc(S(=O)(=O)N3CCOCC3)cc2)CC1	0.7	-8	-1	-15	7	1	3	12
N#Cc1ccc(OCC(=O)NC2=NCCS2)cc1	1.5	-10	1	1	-20	0	-2	-11
Cc1ccc(C)n1CCN1CCN(CC(=O)Nc2ccc(S(N)(=O)=O)cc2)CC1	0.2	-6	1	-9	9	-3	22	-13
c1ccc(C(c2ccccc2)N2CCN(C(c3ccccn3)c3nnnn3C3CCCC3)CC2)cc1 (centres undefined)	0.3	4	0	25	9	34	20	24
Cc1csc(Nc2ccccc2C(F)(F)F)n1	2.9	-32	1	7	-26	44	31	29
Cc1cc(F)ccc1S(=O)(=O)N1CCCOC1CNC(=O)C(=O)NC1CC1 (centres undefined)	-1.1	-3	-4	27	2	-6	-2	3

Five compounds from above, ordered by the value under Mdm2 MdmX PPI, descending.
SMILES | Mdm2 MdmX PPI
Fc1ccc(CSc2ncnc3ccccc23)cc1 | 41
N#Cc1ccc(OCC(=O)NC2=NCCS2)cc1 | 1
CC(=O)Nc1ccc(S(=O)(=O)Nc2nc3ccccc3nc2-n2ccc(=NC(=O)c3ccc(F)cc3)cc2)cc1 | -5
COc1ccc(NC(=O)COC(=O)c2ccc(OC)c(S(=O)(=O)N3CCCC3)c2)cc1OC | -7
CCN(CC)S(=O)(=O)c1cc(F)ccc1OC | -19

Mdm2 MdmX PPI, entries above that show a hit.
structure	697 NFkB inh	Mdm2 MdmX PPI	Jurkat NFkB inh
N=c1ccn2c(n1)O[C@H]1[C@@H](CO)[C@H](O)O[C@H]12	70*	69*	53*
COc1cc2ccccc2cc1C(=O)Nc1sc2c(c1C(N)=O)CCN(C(C)C)C2	-92	100*	3

(listing goes on)
SMILES	CHOP UPR activ	697 NFkB inh	XBP1 UPR activ	Mdm2 MdmX PPI	Jurkat NFkB inh	tim23-1 inh	tim10-1 inh	TIM10 inh
CCOc1ccc(NC(=O)c2c(N)n(C)c(=O)[nH]c2=O)cc1	3.3	-2	0	2	-12	8	3	11
C/C(=N\NC(=O)CNC(=O)c1ccc2c(c1)OCCO2)c1ccco1	-0.8	15	1	-11	9	2	-3	5
Cc1cccc(N2CN(Cc3cccnc3)CNC2=S)c1C	4.6	-9	0	-1	6	14	13	15
O=C(c1cc([N+](=O)[O-])ccc1N1CCCC1)N1CCCCC1	1.5	-4	2	-10	3	17	7	3
O=C(COC(=O)C1(c2ccc(F)cc2)CCCC1)N1CCN(C(=O)c2ccco2)CC1	-0.8	-19	-6	23	17	13	9	11
CCCCNC(=O)CSc1nc2c(sc(=S)n2-c2cc(Cl)ccc2OC)c(=O)[nH]1	-0.9	1	-7	-15	9	5	13	4
COc1cc(Cl)c(C)cc1NCC(=O)Nc1cccc(S(=O)(=O)N2CCCC2)c1	-0.6	19	-3	51*	8	19	13	9
Cc1ccccc1N(CC(=O)NCCSc1ccccn1)S(=O)(=O)c1ccccc1	-3.2	-7	-3	5	-3	14	37	0
CCOC(=O)C1CCN(C(=O)COc2ccc(N(C)S(=O)(=O)c3cccs3)cc2)CC1	-2.8	11	3	26	9	11	16	8
O=S(=O)(Nc1ccc(N2CCCCC2)cc1)c1ccccc1F	1.2	-20	-5	32	1	23	15	15
CCN(CC(=O)Nc1cc(Cl)ccc1Cl)C(=O)c1ccc(-n2cccn2)cc1	-0.3	-3	-1	-4	-4	39	18	7
CCOC(=O)C1(Cc2cccc(OC)c2)CCN(Cc2ccccc2)CC1	-1.3	-8	-2	5	-4	15	18	-3
O=C(CSc1nc2ccccc2c(=O)n1CC1CCCO1)N1CCN(c2ccccc2)CC1 (centres undefined)	-0.5	-1	0	11	-6	19	-12	-12
CC(C)(C)c1ccc(-n2ncc3c2CCCC3NC(=O)CCN2CCCO2)cc1 (centres undefined)	0.2	-28	-7	20	-1	14	-7	9
CS(=O)(=O)C1=C(O)C(=O)N(CCCC(=O)O)C1c1ccccc1F (centres undefined)	-1.3	25	1	-10	3	4	7	1
CC1CCC(NC(=O)c2ccc(COc3ccccc3)o2)CC1 (centres undefined)	2.3	-24	-3	11	-16	2	1	2
CN(C(N)=S)c1ccccc1	1.3	3	-5	-10	-7	-1	13	8
COc1ccc(COc2cccc3ccc(C)nc23)cc1F	-0.7	9	-5	25	8	27	14	22
O=C(NCc1ccccn1)Nc1cccc(F)c1	1.1	8	-1	1	-1	-10	-18	9
O=C(Nc1cccnc1Cl)c1cc([N+](=O)[O-])ccc1Cl	1.7	-35	-2	31	-38	15	8	1

Ordered by length of the SMILES (smallest number first): part of the list above.
SMILES	CHOP UPR activ	697 NFkB inh	XBP1 UPR activ	Mdm2 MdmX PPI	Jurkat NFkB inh	tim23-1 inh	tim10-1 inh	TIM10 inh
O=C(NCc1ccccn1)Nc1cccc(F)c1	1.1	8	-1	1	-1	-10	-18	9
COc1ccc(COc2cccc3ccc(C)nc23)cc1F	-0.7	9	-5	25	8	27	14	22
CC1CCC(NC(=O)c2ccc(COc3ccccc3)o2)CC1 (centres undefined)	2.3	-24	-3	11	-16	2	1	2
O=C(CSc1nc2ccccc2c(=O)n1CC1CCCO1)N1CCN(c2ccccc2)CC1 (centres undefined)	-0.5	-1	0	11	-6	19	-12	-12
O=C(COC(=O)C1(c2ccc(F)cc2)CCCC1)N1CCN(C(=O)c2ccco2)CC1	-0.8	-19	-6	23	17	13	9	11

(listing goes on)
SMILES	CHOP UPR activ	697 NFkB inh	XBP1 UPR activ	Mdm2 MdmX PPI	Jurkat NFkB inh	tim23-1 inh	tim10-1 inh	TIM10 inh
COc1ccc(CC(=O)N/N=C/c2ccc(-c3cccc(C(=O)O)c3)o2)cc1OC	0.1	12	-5	12	-8	12	-2	-7
CCc1ccc(N(C2C=CS(=O)(=O)C2)S(=O)(=O)c2ccccc2)cc1 (centres undefined)	1.1	7	0	-40	8	5	6	-11
Cc1csc(NC(=O)[C@@H](NC(=O)c2ccccc2)C(C)C)n1	0.9	25	-2	-23	-2	19	10	17
CCN(C(=O)c1cccc(F)c1)c1ccccc1C	-1.5	2	0	30	2	7	21	21
Cc1csc(NC(=O)CSc2nnc(NC(=O)COc3ccccc3)s2)n1	1.4	2	-1	-2	16	-7	11	4
COc1ccc(CCNc2ncnc3c2nnn3Cc2ccccc2)cc1OC	-0.6	17	0	3	-3	14	12	14
O=C(CC1Oc2ccc(Cl)cc2NC1=O)NC1CCCCCC1 (centres undefined)	0.6	13	1	-32	8	16	11	4
Cc1ccc(OCCCN2C(=O)C(=O)c3cccc(C)c32)cc1	-3.2	17	1	20	10	53*	26	18
COc1ccc(-c2cc(CCCC(=O)NCCc3ccccc3)no2)cc1	-1.5	-14	-3	-34	-15	-8	-6	-3
NS(=O)(=O)c1ccc(CCNC(=O)c2ccc3nccnc3c2)cc1	-1.4	6	0	29	18	-4	-9	-4
Cc1cc(C)c(OCC(=O)Nc2cc(C(=O)O)cc(C(=O)O)c2)cc1C	-2.1	7	-5	17	10	0	0	6
C=CCn1c(=O)c(C(=O)Nc2cc(C)ccn2)c(O)c2ccccc21	0.2	-19	5	26	-9	8	16	0
O=C(N/N=C/c1ccccn1)c1ccc(N/N=C/c2ccccn2)cc1	3.7	-123	7	-60	-32	18	28	62*
CCN(CC(=O)NCCCN1CCOCC1)S(=O)(=O)c1ccc(Cl)cc1	1.2	-8	3	-6	-5	2	-11	3
CCCCOC(=O)c1ccc(NC(=S)NC(=O)c2c(Cl)cnn2CC)cc1	-1.7	2	-1	25	8	5	9	5
O=C(NC12CC3CC(CC(C3)C1)C2)c1ccc(=O)oc1	1.2	3	-1	4	-10	0	11	2
Cc1ccc(N2C(=O)c3ccccc3C2(O)c2ncc[nH]2)cc1 (centres undefined)	-2.9	9	0	11	-9	6	20	2
O=C(CN1C(=O)/C(=C\c2cccc(Br)c2)Oc2ccccc21)NCCCN1CCOCC1	6.6	5	17	63*	-14	32	44*	21
COc1ccc(Cl)cc1NC(=O)C/C(C)=N/NC(=O)c1ccccc1[N+](=O)[O-]	3.4	-12	-1	2	-2	12	27	9
COc1cc(NC(=O)C2=CC(c3cccs3)=NS(=O)(=O)N2C)cc(OC)c1OC	-0.8	-1	0	19	1	16	15	13
Cc1cccc2c1cnn2C(=O)Nc1cc(F)ccc1F	4.4	-66	-4	-124	-77	16	-10	19
O=C(c1cnn2c(C(F)F)cc(-c3ccccc3)nc12)N1CCN(Cc2ccc3c(c2)OCO3)CC1	0.4	7	1	25	12	7	16	16
